# Source: PubChem
# UHRF1 MBD2 ctr – UHRF1 methyl-DNA binding inhibition | Q96T88 | UHRF1 binding to methylated oligo, TR-FRET | inhibition, % at 4.4 µM | hit rate 0.75% among 370,000 | AID 687016; in the data active means inhibition above about 21%;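 further: UHRF1 SRA domain binding a hemimethylated CpG hairpin DNA probe; 0% = median of test compound wells and 100% = reference inhibitor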
# ASAP1 inh – ASAP1 ArfGAP inhibition. Q9ULH1. ASAP1-stimulated ARF1 GTP hydrolysis, GDP FP detection. inhibition, % at 16.5 µM. hit rate 0.19% among 360,000; in the data active means inhibition above about 25%;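 further: 0% = vehicle with enzyme and substrate and 100% = no enzyme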
# Target sequence (Q9ULH1 325-724 limits assumed): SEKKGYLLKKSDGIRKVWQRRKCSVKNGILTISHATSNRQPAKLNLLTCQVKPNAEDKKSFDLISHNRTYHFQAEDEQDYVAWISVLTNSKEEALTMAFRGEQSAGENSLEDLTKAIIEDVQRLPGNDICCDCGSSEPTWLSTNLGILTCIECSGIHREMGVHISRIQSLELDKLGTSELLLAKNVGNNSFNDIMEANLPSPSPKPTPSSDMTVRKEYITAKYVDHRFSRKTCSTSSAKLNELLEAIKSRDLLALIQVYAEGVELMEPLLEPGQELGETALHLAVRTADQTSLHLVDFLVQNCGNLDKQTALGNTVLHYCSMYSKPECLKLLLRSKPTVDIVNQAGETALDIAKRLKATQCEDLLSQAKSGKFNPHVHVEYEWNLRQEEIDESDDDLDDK
# DDE Tn7 FP inh – inhibitors of Tn7 peptide binding to human fibrin DD(E); AID 720508; inhibition, % at 8.3 µM; P02675; hit rate 0.13% among 370,000; FP displacement of FITC-Tn7 peptide from fibrin DD(E); 0% = median of compound wells per plate;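 active means inhibition above the mean of compounds falling within the control limits plus 3 SD of them, cut at about 14% in these data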;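 further: 0% = plate median of compound wells and 100% = 10 µM Aha-Tn7 peptide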
#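 Assay system: Human fibrin DD(E) protein | Medium: Tris buffer with calcium and detergent, pH 7.8 | Reagent: 0.1 µM fluorescent Tn7 | Compound dosing: Single point at 8.3 µM | Times: 10 min preincubation, 3 h with tracer, room temperature | Detection: Fluorescence polarization of the labelled Tn7 tracer | Controls: Aha-Tn7 high control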
# sPLA2-III inh – Blocks human group III sPLA2 activity; Q9NZ20; QFRET BODIPY PC-A2 liposome hydrolysis, fluorescence; inhibition, % at 12.2 µM; hit rate 0.56% among 370,000; AID 743126;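 active means inhibition above mean plus 3 SD of compounds lying within the high and low control bounds, cut at about 19% in these data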;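 further: 0% = median of test compound wells and 100% = no enzyme DMSO wells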
# KLK7 zymogen act – activators of human kallikrein-7 zymogen. P49862. purified proKLK7, EDANS-DABCYL substrate fluorescence; 100% is mature enzyme control, 0% vehicle. activation, % at 7 µM. hit rate 0.9% among 370,000. AID 652039;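 active means activation above the mean of all tested compounds plus 3 SD, computed per campaign excluding outliers beyond control limits, cut at about 13% in these data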
# Target sequence (P49862 whole entry, looked up): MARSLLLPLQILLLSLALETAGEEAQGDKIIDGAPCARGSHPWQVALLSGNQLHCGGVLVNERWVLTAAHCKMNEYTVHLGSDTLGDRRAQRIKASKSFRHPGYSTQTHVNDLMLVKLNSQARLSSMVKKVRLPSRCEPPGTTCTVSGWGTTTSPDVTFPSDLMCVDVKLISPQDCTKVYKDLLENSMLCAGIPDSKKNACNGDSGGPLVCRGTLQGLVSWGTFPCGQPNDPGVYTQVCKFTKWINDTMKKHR
# ARFGAP1 inhibitor – rat ARFGAP1 inhibition; inhibition, % at 16.5 µM; Q62848; hit rate 0.26% among 360,000; Arfgap1-stimulated ARF1 GTP hydrolysis, GDP FP detection;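 active means inhibition above a per-plate limit, mean inhibition of low control wells plus 3 SD, cut at about 25% in these data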;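 further: 0% = DMSO wells with enzyme and 100% = wells lacking Arfgap1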
# Target sequence (Q62848 1-136 limits assumed): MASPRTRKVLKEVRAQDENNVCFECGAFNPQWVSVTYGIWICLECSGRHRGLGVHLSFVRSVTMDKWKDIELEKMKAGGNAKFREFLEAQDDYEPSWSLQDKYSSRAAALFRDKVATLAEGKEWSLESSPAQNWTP
#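 Material – truncated rat Arfgap1 GAP domain · Buffer or medium – HEPES-based buffer, pH 7.5 · Reagent – human ARF1(Δ1-17)-GTP substrate · Dosing – 16.5 µM single point, 1.26% DMSO · Schedule – GTP hydrolysis reaction 2 h at 25 °C · Technique – GDP detection by fluorescence polarization · Benchmarks – No-Arfgap1 wells (100%) versus DMSO full-reaction wells (0%) · Repeats – single replicate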
# PLCg1 inh – PLC-gamma1 (human) inhibition, primary screen; P19174; purified PLC-gamma1, fluorogenic substrate, fluorescence; inhibition, % at 12.2 µM; hit rate 0.84% among 370,000; in the data active means inhibition above about 9.5%
# Tn6 DDE FP – inhibitors of Tn6 peptide binding to human fibrin DD(E); AID 720509; P02675; Fibrin DD(E) TRITC-Tn6 fluorescence polarization displacement; inhibition, % at 8.3 µM; hit rate 0.21% among 370,000;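 active means inhibition above a per-campaign cutoff: mean of compounds within control limits plus 3 SD, cut at about 15% in these data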;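 further: 0% = median of all compound wells on the plate and 100% = blocking peptide control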
# PLC-beta3 inh – PLC-beta3 (human) inhibition, primary screen; Q01970; Purified PLC-beta3, fluorogenic substrate, fluorescence; inhibition, % at 12.2 µM; hit rate 0.18% among 370,000; AID 720704; in the data active means inhibition above about 11%;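 further: 0% = median of compound wells on plate and 100% = full blocker control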
# Rev-erbA mod – Rev-erb alpha (human) modulation; P20393; Rev-erbα–FITC-DNA binding, fluorescence polarization, 90 min; activity, % at 10 µM; hit rate 0.79% among 370,000; AID 1259318;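 active means activity above about 14%, limit read from the data; passing the limit was not always enough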;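 further: 0% = DMSO wells with 35 nM protein and 100% = DMSO wells with 750 nM protein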
# Numbers without * were called inactive; . = not tested or not shown.
# The line under a structure holds: UHRF1 MBD2 ctr	ASAP1 inh	DDE Tn7 FP inh	sPLA2-III inh	KLK7 zymogen act	ARFGAP1 inhibitor	PLCg1 inh	Tn6 DDE FP	PLC-beta3 inh	Rev-erbA mod
CCN(CC)C(=S)SCC(=O)Nc1ccc(S(N)(=O)=O)cc1
  3	-8	3	-2	0.4	-8	3	7	-2	0
CN1C(=O)CSC1=S
  -1	0	-3	4	-0.2	-11	-2	-2	-3	-5
N#C/C(=N\Nc1ccc(F)cc1)C(=N)N1CCCCC1
  1	6	9	5	0.5	2	2	1	1	5
N#CC1(NC(=O)COC(=O)c2nc(Cl)ccc2Cl)CCCCC1
  0	-3	4	1	0.8	-2	-1	1	3	-3
Cc1[nH]c2ccccc2c1C(=O)C(=O)NCCC1=CCCCC1
  4	-6	11	1	0.1	2	4	7	3	-5
N#CC1=C(N)N2C(=C(C#N)C13CCCC3)Nc1ccccc12
  0	-17	3	-5	0.6	-5	-20	4	-34	6
Cc1cc(C)n(-c2ccc(Cl)c(C(=O)NCc3ccccc3)n2)n1
  -2	5	-10	1	-0.9	4	-1	1	1	5
CCOC(=O)C1CCN(C(=O)c2ccccc2)C(CC)C1=O (centres undefined)
  -1	-1	1	-16	-0.1	-5	-3	10	3	2
Cc1cc(C)c2c(n1)sc1c(-c3ccccc3)c(C#N)c(N)nc12
  -1	3	-1	2	-1.8	-5	-11	2	-12	23*
COCCOC(=O)C1=C(N)OC2=C(C(=O)CC(C)(C)C2)C1c1cccnc1 (centres undefined)
  2	7	4	6	0.5	2	0	-3	2	3
C[C@H](CO)N1C[C@H](C)[C@H](CN(C)Cc2ccc(Oc3ccccc3)cc2)Oc2cc(Br)ccc2S1(=O)=O
  0	-3	-6	-9	0.6	8	0	2	-3	0
COc1nc(NCc2ccc(Cl)cc2)nc(OC)n1
  1	1	5	-7	-0.4	10	1	1	-1	9
COC(=O)C1C(=O)c2c([nH]c(C(=O)OC3CCCC3C)c2C)CC1C (centres undefined)
  -2	15	0	-9	-0.1	-4	-1	3	1	0
N/C(=N\O)c1cccc(CS(=O)(=O)c2ccccn2)c1
  -1	2	9	-6	0.4	-8	0	-2	-6	3
CC(=O)N1CCN(c2ccc(Oc3nnnn3-c3ccccc3)cc2)CC1
  3	4	-1	0	-0.8	4	2	5	5	2
O=C(Nc1ccc(N2CCOCC2)cc1N1CCOCC1)c1ccc([N+](=O)[O-])cc1Cl
  4	7	2	5	0.4	1	3	0	-3	3
O=C1CN(c2ccc(Cl)cc2)C2(CCCCC2)S1
  -1	0	-6	4	0.0	1	4	1	0	6
Cc1csc(N/N=C/c2ccccn2)n1
  -1	3	-2	4	0.5	-1	2	-7	-1	-3
Cc1cccc(-n2nc3c(c2NC(=O)c2ccc(Br)o2)CSC3)c1C
  -5	-3	0	2	0.4	-12	2	4	1	4
COc1ccc(/C=N/NC(=O)c2cccc(NC(C)=O)c2)c(OC)c1
  -2	6	1	4	1.1	0	-23	-2	-27	4
CC1CCN(C(=O)C2CCC(C)(C(=O)O)C2(C)C)CC1 (centres undefined)
  4	-1	-2	1	0.3	2	5	-4	3	-2
CC(C)Oc1ccc(Oc2ccc(C#C[C@H](C)N3C(=O)c4ccccc4C3=O)cc2)cn1
  13	.	-3	2	.	.	2	-3	1	-7
CCOC(=O)C(=CNc1cccc(N)n1)C(=O)OCC
  -2	6	-5	-1	-0.3	8	-149	3	-194	6
CCOC(=O)CN1C(=O)CSc2ccc(S(=O)(=O)N3CCCC3)cc21
  -1	4	11	4	0.2	-3	0	6	-3	0
COc1ccc(/C=C(\C#N)C(=O)c2c(C)[nH]c3ccccc23)cc1OC
  6	11	0	1	-0.8	16	-8	-7	-8	-5
Cc1ccc2nc(N/N=C/c3ccco3)cc(C)c2c1
  0	6	-3	-10	-1.6	-5	-55	-2	-68	2
COc1ccc(S(=O)(=O)Nc2cccnc2)c(Cl)c1Cl
  0	-4	-1	-1	-0.4	-2	0	2	1	-10
Cc1ccc(Nc2nc3ccccc3n3nnnc23)cc1
  2	-4	0	11	0.2	0	-10	-2	-24	-1
CN1CCN(C(=O)c2ccc(NS(=O)(=O)c3cccc([N+](=O)[O-])c3)cc2)CC1
  3	-1	0	-6	-0.5	-3	7	1	-4	1
O=C(c1cccs1)N1CCN(Cc2cccnc2)CC1
  13	1	4	4	0.1	-2	2	4	1	4

# 2 neighbouring records from above, quoted:
# The line under a structure holds: UHRF1 MBD2 ctr	ASAP1 inh	DDE Tn7 FP inh	sPLA2-III inh	KLK7 zymogen act	ARFGAP1 inhibitor	PLCg1 inh	Tn6 DDE FP	PLC-beta3 inh	Rev-erbA mod
CN1CCN(C(=O)c2ccc(NS(=O)(=O)c3cccc([N+](=O)[O-])c3)cc2)CC1
  3	-1	0	-6	-0.5	-3	7	1	-4	1
O=C(c1cccs1)N1CCN(Cc2cccnc2)CC1
  13	1	4	4	0.1	-2	2	4	1	4

# More records:
# The line under a structure holds: UHRF1 MBD2 ctr	ASAP1 inh	DDE Tn7 FP inh	sPLA2-III inh	KLK7 zymogen act	ARFGAP1 inhibitor	PLCg1 inh	Tn6 DDE FP	PLC-beta3 inh	Rev-erbA mod
COc1ccccc1C(CNC(=O)c1cccc(S(=O)(=O)Nc2ccc(C)cc2)c1)N1CCCC1 (centres undefined)
  1	-1	-3	-11	0.0	15	1	4	-5	-7
CCN(CC)CCN1C(=O)C(=O)/C(=C(/O)c2c(C)[nH]c(C(=O)OC)c2C)C1c1ccccc1OC (centres undefined)
  -2	10	3	5	0.1	14	0	0	0	-1
NS(=O)(=O)c1ccc(CNC(=O)CSc2nc3ccc(Cl)cc3[nH]2)cc1
  5	5	2	-8	0.3	0	1	3	2	7
c1ccc(Nc2nc(-c3ccncc3)cs2)nc1
  -1	0	5	-6	0.5	-3	-6	-4	-10	1
COc1ccc(N2CCN(CCNS(=O)(=O)c3ccc(C)cc3)CC2)cc1
  0	-17	-4	3	0.1	2	0	7	-4	2
COc1cccc(CC(=O)Nc2ccccc2C(=O)N2CCOCC2)c1
  0	-2	2	4	-0.4	-11	1	6	4	3
O=C(COC(=O)c1cc(S(=O)(=O)N2CCCCC2)ccc1Cl)NC1CCS(=O)(=O)C1 (centres undefined)
  -1	15	1	4	-0.2	5	3	6	-2	2
Cc1noc2ncnc(Sc3ccc(Br)cc3)c12
  0	-3	-3	-2	-0.4	9	2	-3	-4	-5
CN(C)c1ccc(C(=O)N2CCN(c3cc(C(F)(F)F)nc4ccccc34)CC2)cc1
  2	6	-1	7	-0.3	6	-1	-2	-8	0
Cc1ccc(C(=O)N/C(=C/c2ccccc2F)C(=O)NCCCn2ccnc2)cc1
  -1	-8	-2	-3	0.9	2	-3	-1	-16	-7
Cc1cccc(Nc2nnc(C)c(=O)n2N)c1
  0	7	9	18	-0.8	11	3	3	0	-1
COc1cc(OCC(N)=O)cc(OC)c1OC
  6	2	-2	-2	-0.4	0	2	3	1	-8
CN1CCC(N(C)S(=O)(=O)c2ccc(NC(=O)c3ccc(S(=O)(=O)N(C)C)cc3)cc2)CC1
  1	4	8	-4	0.1	4	0	4	-1	1
O=C(COC(=O)CCN1C(=O)c2ccccc2C1=O)Nc1ccc(S(=O)(=O)N2CCCC2)cc1
  8	-4	-8	-6	-0.4	-3	9	-8	6	-3
Cc1ccc(N2C(=O)C(Cl)=C(N3CCOCC3)C2=O)c(C)c1
  3	4	0	-6	-0.2	4	-5	4	-10	0

# Part of the list above in order of count of non-hydrogen atoms, descending.
# The line under a structure holds: UHRF1 MBD2 ctr	ASAP1 inh	DDE Tn7 FP inh	sPLA2-III inh	KLK7 zymogen act	ARFGAP1 inhibitor	PLCg1 inh	Tn6 DDE FP	PLC-beta3 inh	Rev-erbA mod
COc1ccccc1C(CNC(=O)c1cccc(S(=O)(=O)Nc2ccc(C)cc2)c1)N1CCCC1 (centres undefined)
  1	-1	-3	-11	0.0	15	1	4	-5	-7
O=C(COC(=O)CCN1C(=O)c2ccccc2C1=O)Nc1ccc(S(=O)(=O)N2CCCC2)cc1
  8	-4	-8	-6	-0.4	-3	9	-8	6	-3
CN1CCC(N(C)S(=O)(=O)c2ccc(NC(=O)c3ccc(S(=O)(=O)N(C)C)cc3)cc2)CC1
  1	4	8	-4	0.1	4	0	4	-1	1
CN(C)c1ccc(C(=O)N2CCN(c3cc(C(F)(F)F)nc4ccccc34)CC2)cc1
  2	6	-1	7	-0.3	6	-1	-2	-8	0
Cc1ccc(C(=O)N/C(=C/c2ccccc2F)C(=O)NCCCn2ccnc2)cc1
  -1	-8	-2	-3	0.9	2	-3	-1	-16	-7
COc1ccc(N2CCN(CCNS(=O)(=O)c3ccc(C)cc3)CC2)cc1
  0	-17	-4	3	0.1	2	0	7	-4	2
COc1cccc(CC(=O)Nc2ccccc2C(=O)N2CCOCC2)c1
  0	-2	2	4	-0.4	-11	1	6	4	3
Cc1ccc(N2C(=O)C(Cl)=C(N3CCOCC3)C2=O)c(C)c1
  3	4	0	-6	-0.2	4	-5	4	-10	0
c1ccc(Nc2nc(-c3ccncc3)cs2)nc1
  -1	0	5	-6	0.5	-3	-6	-4	-10	1
Cc1cccc(Nc2nnc(C)c(=O)n2N)c1
  0	7	9	18	-0.8	11	3	3	0	-1

# The list continues:
# The line under a structure holds: UHRF1 MBD2 ctr	ASAP1 inh	DDE Tn7 FP inh	sPLA2-III inh	KLK7 zymogen act	ARFGAP1 inhibitor	PLCg1 inh	Tn6 DDE FP	PLC-beta3 inh	Rev-erbA mod
O=C(COc1ccc2ccccc2c1)N1CCN(C(=O)c2ccc([N+](=O)[O-])cc2)CC1
  -2	8	-9	-13	-0.1	4	0	2	-2	-2
CC(OC(=O)c1ccc(C#N)cc1)C(=O)Nc1ccc(Cl)cn1 (centres undefined)
  7	-17	0	4	-0.3	-5	-4	-3	-4	-1
Cn1c(C2=C(O)CN(Cc3ccccc3)C2=N)[n+](C)c2ccccc21
  2	0	-7	5	0.4	8	0	-5	-11	0
CC(Oc1cc(F)ccc1[N+](=O)[O-])C(=O)Nc1ccc(S(=O)(=O)N2CCCC2)cc1 (centres undefined)
  0	18	-5	-17	0.1	1	3	-2	-9	2
CCOC(=O)CCCCCC(=O)Nc1ccc2c(c1)CC(=O)N([C@H](C)CO)C[C@@H](C)[C@H](CN(C)Cc1ccc3c(c1)OCO3)O2
  2	6	5	-14	-0.1	3	1	2	-5	-7
CCN(CC)c1nc(SCC(=O)O)nc(N(CC)CC)n1
  7	12	4	8	0.4	1	6	-4	6	2
CC(=O)c1ccc2c(c1)N(Cc1ccccc1)C(=O)C(C)S2 (centres undefined)
  -1	6	2	5	0.1	6	-3	-1	-2	4
Cc1ccc(NC(=O)COC(=O)CN2C(=O)c3ccccc3C2=O)cc1
  0	-2	1	0	-0.1	-2	2	-5	0	0
CN1CCN(c2ccc(C(=O)c3ccc(F)cc3)cc2)CC1
  2	-2	0	8	0.1	-7	-15	-3	-19	-2
